Source: PubChem
TDP-43 yeast inh = qHTS of TDP-43 Inhibitors; 410,000 compounds, 1.8% hits; Potency, µM (titrated, usually from 46.1 µM), for inactives: top-dose growth rescue (activation), hits mostly activators; TDP-43 expressing yeast growth rescue, BacTiter-Glo, 24 h; AID 652104, 2013; note: potency is the fitted concentration of half-maximal effect; % of control where 0% means no effect; nearly all actives have a fitted effect of over 50% in size
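Yeast cells expressing TDP-43 under galactose induction are exposed to compounds for 24 hr at 30 deg C. BacTiter-Glo luminescence measures growth, so protective compounds score as activators.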
aSyn rescue = qHTS of alpha-syn Inhibitors. Yeast expressing alpha-synuclein, growth rescue, BacTiter-Glo, 24 h. Potency, µM (top dose mostly 46.1 µM), for the others: at the highest dose growth rescue (activation), hits mostly activators. 370,000 compounds, 0.14% hits. AID 652106, 2013; note: potency is the fitted concentration of half-maximal effect; % of control where 0% means no effect; nearly all actives have a fitted effect of over 65% in size
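Readout is rescue of growth in alpha-synuclein-expressing yeast, so inhibitors of toxicity appear as activators. Growth after 24 hr at 30 deg C in galactose medium is quantified by luminescence.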
GLP1R cytotox = qHTS of GLP-1 Receptor Inverse Agonists: Cytotox Screen; HEK293 cAMP-luciferase reporter cells, luminescence, 24 h; Potency, µM (highest dose often 38.3 µM), for inactives: at the top dose activity change, negative = inhibition, hits mostly inhibitors; 410,000 compounds, 0.13% hits;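 note: loss of luciferase light is scored as toxicity; potency is the fitted concentration of half-maximal effect; % is set by controls: 0 for no effect and ±100 for the full control effect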
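Seeding density was 200 cells/uL; after overnight-length (12 h) culture, 23 nL compounds went on for 24 h at 37 °C. Readout used a luciferase detection reagent, luminescence taken after 12 min at room temperature.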
KB-V1 cytotox = qHTS assay for MDR1-selective chemotherapeutics: Primary screen using the drug-selected MDR subline cells KB-V1. 400,000 compounds, 3.4% hits. Potency, µM (series often up to 46.1 µM), for the others: at the top dose activity change, negative = cytotoxicity, actives largely listed as cytotoxic. KB-V1 MDR cells viability, CellTiter-Glo, 72 h. AID 1347076, 2019; note: potency is the fitted concentration of half-maximal effect; % is set by controls: 0 for no effect and ±100 for the full control effect; nearly all actives have a fitted effect of over 60% in size
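KB-V1 cells (P-gp-expressing MDR subline of KB-3-1) in phenol-red-free DMEM with 10% FBS were exposed to library compounds over a concentration series for 72 h at 37 degrees C. Viability read by CellTiter-Glo luminescence; concentration-effect curves fitted after normalization.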
D3 antag = qHTS of D3 Dopamine Receptor Antagonist: qHTS; D(3) dopamine receptor (Homo sapiens), P35462; D3R cells, DiscoveRx beta-arrestin luminescence, antagonist mode; hits give low values; max response, negative = inhibition, %; 360,000 compounds, 2.5% hits; AID 652054, 2013; in the data active = max response below about -50%; inconclusive = no clear call, values can overlap the other calls; note: % is set by controls: 0 for no effect and ±100 for the full control effect; mostly tested at two doses, the higher about 12 µM
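Cells plated overnight at 1500 cells/well, then exposed to library compounds with dopamine controls for 90 minutes at 37 degrees C. DiscoveRx reagent added for 30–60 minutes at room temperature; luminescence read, quantitative HTS format.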
GLP-1R agonist = qHTS of GLP-1 Receptor Agonists; Glucagon-like peptide 1 receptor (Homo sapiens), P43220; HEK293 GLP-1R CRE-luciferase, luminescence, 4-6 h; cells express a hypersensitive GLP-1R form; Potency, µM (doses to about 45.6 µM), inactives show at the highest dose activation, most hits filed as activators; 380,000 compounds, 0.007% hits; AID 624172, 2012; note: potency is the fitted concentration of half-maximal effect; % of control where 0% means no effect
Target sequence (P43220 whole entry, looked up): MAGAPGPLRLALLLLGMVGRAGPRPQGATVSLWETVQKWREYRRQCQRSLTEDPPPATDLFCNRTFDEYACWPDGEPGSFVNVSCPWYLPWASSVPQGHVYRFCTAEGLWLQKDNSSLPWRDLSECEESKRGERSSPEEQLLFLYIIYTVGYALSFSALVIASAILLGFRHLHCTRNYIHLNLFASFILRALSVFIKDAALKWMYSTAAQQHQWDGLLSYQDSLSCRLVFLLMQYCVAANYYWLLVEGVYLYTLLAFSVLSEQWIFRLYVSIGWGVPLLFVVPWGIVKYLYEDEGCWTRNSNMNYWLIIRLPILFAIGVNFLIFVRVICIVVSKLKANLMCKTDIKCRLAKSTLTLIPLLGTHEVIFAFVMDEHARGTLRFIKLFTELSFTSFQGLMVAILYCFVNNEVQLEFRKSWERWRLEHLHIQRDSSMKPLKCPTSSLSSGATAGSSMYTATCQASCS
PTHR1 agonist = qHTS for PTHR1 Agonists: Primary Screen | HEK293 GP2 PTHR1 cells, GloSensor cAMP luminescence, 1 h | Parathyroid hormone/parathyroid hormone-related peptide receptor (Homo sapiens), Q03431 | AID 743266, 2014 | Potency, µM (highest dose often 115 µM), for inactives: at the top dose activation, most hits filed as activators | 410,000 compounds, 0.075% hits; note: potency is the fitted concentration of half-maximal effect; nearly all actives have a fitted effect of over 55% in size; some results filed as inactive show a strong effect at the top dose; inactives centre near -15; many of its hits are not listed in these tables
Target sequence (Q03431 whole entry, looked up): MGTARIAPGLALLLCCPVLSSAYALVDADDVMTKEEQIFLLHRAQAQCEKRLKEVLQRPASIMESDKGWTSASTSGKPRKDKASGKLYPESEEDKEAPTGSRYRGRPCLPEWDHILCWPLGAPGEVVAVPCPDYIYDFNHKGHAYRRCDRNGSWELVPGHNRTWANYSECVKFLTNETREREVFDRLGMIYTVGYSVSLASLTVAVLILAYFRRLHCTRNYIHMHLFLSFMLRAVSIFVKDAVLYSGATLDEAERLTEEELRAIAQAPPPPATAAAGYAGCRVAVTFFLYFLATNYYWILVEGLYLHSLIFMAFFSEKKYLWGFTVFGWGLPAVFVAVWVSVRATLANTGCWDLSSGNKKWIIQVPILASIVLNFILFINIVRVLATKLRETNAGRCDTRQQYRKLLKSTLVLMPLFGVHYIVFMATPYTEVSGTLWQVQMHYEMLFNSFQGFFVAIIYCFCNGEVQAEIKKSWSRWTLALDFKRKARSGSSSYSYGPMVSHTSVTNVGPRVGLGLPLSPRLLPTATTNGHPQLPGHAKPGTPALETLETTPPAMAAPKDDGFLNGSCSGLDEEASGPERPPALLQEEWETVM
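HEK-293-derived GP2 cells expressing PTHR1 and a GloSensor cAMP reporter, 3,000/well, plated overnight, given luciferin plus IBMX (each 0.5 mM as added) for 1 h at 37 °C, then compound for 1 h at 37 °C. Luminescence was read after 15 min at room temperature.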
GLP1R inv ag = qHTS of GLP-1 Receptor Inverse Agonists (Inhibition Mode); HEK293 GLP-1R CRE-luciferase, luminescence, 24 h; GLP-1R form is constitutively active; Potency, µM (titrated, usually from 38.3 µM), for inactives: top-dose activity change, negative = inhibition, actives largely listed as inhibitors; 410,000 compounds, 1.6% hits; AID 624417, 2012; note: potency is the fitted concentration of half-maximal effect; % is set by controls: 0 for no effect and ±100 for the full control effect; nearly all actives have a fitted effect of over 55% in size
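Luminescence readout: a drop in cAMP-driven luciferase signal flags inverse agonism at a constitutively active GLP-1R stably expressed in HEK293. Compound exposure lasted 24 hr at 37 deg C, 5% CO2.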
D3 ag = qHTS of D3 Dopamine Receptor Agonist: qHTS; 410,000 compounds, 0.58% hits; max activation, %; AID 652048, 2013; D3R DiscoveRx beta-arrestin cells, luminescence, 90 min; in the data active = max activation above about 30%; note: 0% is about no effect; mostly tested at two doses, the higher about 12 µM
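Agonist-mode cell screen: cells plated at 1500/well and incubated overnight at 37 °C, then exposed to library compounds for 90 min at 37 °C. Detection reagent was added for 30–60 min at room temperature, and luminescence was read.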
Active calls of the source: *; i = inactive; ? = inconclusive; / = not tested or not shown; [ ] = dose if it differs, or a comment. Unless noted, calls come from the whole dose curve; as a rule, active = well fitted curve in the direction sought with a large enough effect; inconclusive = small, poorly fitted or top-dose-only effect, or another doubt; inactive = no such curve, though single readings can be large; an effect the other way counts as inactive or inconclusive. Only part of the results is shown, so the mix of outcomes need not match the whole.

The opening two entries, ahead of the listing:
SMILES | TDP-43 yeast inh | aSyn rescue | GLP1R cytotox | KB-V1 cytotox | D3 antag | GLP-1R agonist | PTHR1 agonist | GLP1R inv ag | D3 ag
O=C(NCCO)/C(=C\c1ccco1)NC(=O)c1ccco1 | -7.5% | -2.4% | 8.1% | 0.0% | 1.0 | -11.7% | 16.8% | 6.5% | -5.0
COc1ccccc1NC(=O)C[n+]1ccccc1 | -12.9% | -0.3% | -16.3% | 20.8% | 4.1 | -1.7% | i | -8.2% | 13.9

The whole of this part, previewed entries included:
SMILES | TDP-43 yeast inh | aSyn rescue | GLP1R cytotox | KB-V1 cytotox | D3 antag | GLP-1R agonist | PTHR1 agonist | GLP1R inv ag | D3 ag
O=C(NCCO)/C(=C\c1ccco1)NC(=O)c1ccco1 | -7.5% | -2.4% | 8.1% | 0.0% | 1.0 | -11.7% | 16.8% | 6.5% | -5.0
COc1ccccc1NC(=O)C[n+]1ccccc1 | -12.9% | -0.3% | -16.3% | 20.8% | 4.1 | -1.7% | i | -8.2% | 13.9
O=C(CSc1nc(CCC2CCCC2)nc2ccccc12)NCc1ccc2c(c1)OCO2 | -9.6%[0.397 µM] | 8.7% | -21.3% | ? | -3.7 | 16.7% | -27.8% | ? | -3.7
Cc1ccc(CNC(=O)C(=O)NCC2CCCN2S(=O)(=O)c2cccs2)cc1 (stereo not given) | 17.8% | 7.2% | -4.6% | 9.2µM* | 1.7 | 7.1% | -43.8%[inhibitor] | 6.9% | 0.3
COc1ccc(/C=C2/C(=N)N3C(=NC2=O)Sc2cc(S(C)(=O)=O)ccc23)cc1OC | -18.5% | -6.1% | -3.4% | 7.2% | 4.1 | 10.1% | -13.2% | 14.1% | -6.2
Cc1ccc2nc(-c3ccncc3)cc(C(=O)Nc3ccc(OC(F)F)cc3)c2c1 | 23.9% | -2.0% | ? | -18.2% | 13.6 | 12.3% | -27.0% | -23.4% | -0.8
Cc1c2cnn(CC(=O)O)c(=O)c2c(C)n1Cc1ccccc1 | 13.4% | 2.1% | 0.6% | 5.8% | 16.2 | 4.7% | i | 13.7% | 5.1
CC(C)c1ccc(NC2CCCN(C(=O)CN3C(=O)CSC3=O)C2)cc1 (stereo not given) | 11.1% | -0.2% | -4.4% | 7.0% | 12.0 | 0.1% | i | ? | 7.8
CC(OC(=O)c1ccc(-c2ccc([N+](=O)[O-])cc2)o1)C(=O)NC(N)=O (stereo not given) | 6.6% | 6.9% | -6.6% | 26.6% | -29.3 | 11.3% | -60.1%[inhibitor] | 67.8%[activator] | -8.8
O=C(CN1CCOc2ccccc21)NC1CC1 | -1.2% | -9.4% | 0.9% | ? | 19.5 | -2.9% | -21.3% | 2.2% | 2.7
COc1ccc(C(=O)c2c(-c3ccc(OC)cc3)oc3ccc(-c4ccc(OC)nc4)cc23)cc1 | 19.2% | 3.3% | 2.8% | -17.9% | 15.5 | 7.1% | -17.6% | 19.2% | 3.9
C=CCOc1ccc(C2C(C#N)=C(N)N(N(C)C)C3=C2C(=O)CCC3)cc1 (stereo not given) | 13.2% | 3.1% | 18.3% | 13.3% | 11.5 | 2.4% | -1.0% | 10.5% | 1.5
CCN(CC)S(=O)(=O)c1ccc2nc(CSc3nnnn3-c3ccc(O)cc3)[nH]c2c1 | -14.7% | -6.0% | -1.2% | -0.8% | 0.0 | -0.1% | ? | ? | -13.9
COc1ccc(-n2c(N)c(Br)c(=O)[nH]c2=O)cc1 | -5.6% | -3.2% | -10.6% | 2.7% | -8.4 | -10.6% | -14.5%[57.5 µM] | 0.0% | 9.3
Cc1ccc(C)c(N2CCN(C(=O)CCC(=O)Nc3ccc4nc(N5CCCCC5)cc(C)c4c3)CC2)c1 | 23.5% | / | -1.1% | -3.4% | / | 0.0% | -9.1% | -6.1% | 0.4
COc1cc2c(cc1OC)CN(C(=O)c1cccc([N+](=O)[O-])c1)CC2 | 22.4µM* | ? | -1.0% | ? | 1.8 | 13.6% | i | 30.5%[activator] | -2.9
Cc1onc(-c2c(Cl)cccc2Cl)c1C(=O)N1CCN(c2ccc(F)cc2)CC1 | 27.3% | 17.6% | -14.6% | -6.0% | -16.2 | 11.3% | -10.1% | 12.6µM* | -11.1
COc1ccc(NC(=S)N2CCC(c3nc4ccc(Cl)cc4[nH]3)CC2)c(OC)c1 | -2.5% | 5.8% | -2.4% | -8.3% | 7.6 | -4.9% | ? | 1.9% | 1.3
Cc1ccc(-c2csc3nc(=O)c(C)nn23)cc1 | -12.9% | 0.0% | 10.5% | ? | 6.7 | -5.6% | i | 47.0%[activator] | 10.3
Cc1ccc(NC(=O)CN(c2cc(C)cc(C)c2)S(=O)(=O)c2c(C)noc2C)nc1 | 18.2% | ? | -25.2% | -21.7% | 14.9 | 1.6% | -24.7% | ? | 4.6
COc1ccccc1CCNC(=O)C1CCN(c2nnc(-n3cccc3CNc3ccc(C)cc3)s2)CC1 | 9.9% | / | -12.7% | / | / | / | i | ? | -14.9
Cc1ccnc(SCC(=O)N2CCc3ccccc3C2)n1 | -1.8% | 3.6% | -3.7% | 8.3% | 6.3 | 24.0% | -3.1% | 3.2% | 0.0
CCN(CC)S(=O)(=O)c1cccc(-c2cn3cccnc3n2)c1 | 0.8% | 1.1% | -62.3% | 3.6% | -14.6 | 14.7% | -9.0% | 8.0% | 3.9
O=C(Nc1nc2n(n1)C(c1ccc(F)cc1)C=C(c1ccccc1)N2)c1ccco1 (stereo not given) | 0.0%[9.22 µM] | / | 94.0%[activator] | -13.8% | / | / | -14.9% | 7.6% | 0.6
CN(C(=O)c1cccc(NC(=O)Cc2ccc(NC(=O)C3CCCN(C(=O)C4CC4)C3)cc2)c1)C1CCC1 (stereo not given) | 15.9% | 1.9% | -7.2% | 0.0% | 16.4 | 4.3% | i | 14.5% | -5.1
O=S(=O)(Nc1ccc(-c2cn3c(n2)SCC3)cc1)c1cccs1 | -10.6% | -5.6% | 0.1% | -17.9% | -28.4 | 22.2% | -29.5% | 37.7%[activator] | -10.2
COc1ccccc1N1CCN(C(=O)[C@H](C)NS(=O)(=O)c2ccc3c(c2)OCCCO3)CC1 | 12.2% | 11.6% | -10.0% | 17.7% | 6.1 | 5.2% | -15.5% | 4.1% | -4.3
Cc1cc(C)n(-c2ccc(NC(=O)C3CCN(Cc4cnc(C)s4)CC3)cc2)n1 | ? | 1.3% | 2.2% | ? | -1.9 | 1.1% | 9.8% | -17.4% | -8.0
CNc1cc(C(F)(F)F)nc(-c2ccccn2)n1 | 22.6% | 1.2% | ? | 1.1% | -18.1 | -7.2% | i | -3.4% | 2.5
CCN(CC)C(=O)CSc1nc(O)cc(=O)n1-c1ccccc1OC | -13.5% | 13.2% | 0.9% | 21.1% | -8.7 | -10.4% | i | 7.5% | -0.4
CCOc1ccccc1NC(=O)CN(Cc1ccccc1)S(C)(=O)=O | 5.2% | 0.4% | 2.5% | -2.6% | -4.5 | 9.5% | -6.2%[57.5 µM] | 3.7% | -1.9
O=C1NC(=O)/C(=C\c2cn(Cc3ccccc3F)c3ccccc23)N1 | 23.6% | -4.3% | -0.6% | ? | 6.7 | 11.3% | -41.9%[inhibitor] | 28.5% | 11.0
Cn1ccsc1=NC(=O)c1ccc(Cl)cc1 | 11.2µM* | -6.0% | -3.2%[7.66 µM] | -23.0% | 9.2 | -1.6% | -31.8%[inhibitor] | 34.9%[activator][7.66 µM] | 1.3
CC(=O)Nc1ccc(S(=O)(=O)N2CCN(C(=O)N3CCCCC3)CC2)cc1 | 5.1% | 8.1% | -20.3% | -12.5% | 10.7 | -1.1% | -16.4% | 4.2% | 3.9
CCCc1nnc(SCC(=O)N2CCCCC2)n1CCCOC | -4.2% | -9.6% | -10.2% | 4.7% | -3.8 | -9.7% | i | -3.7% | -1.6
CCCc1cc(C(=O)N2CCC(n3nccc3NC(=O)c3ccc(OC)cc3)CC2)no1 | 7.6% | -0.1% | 5.2% | 3.9% | -6.4 | 0.6% | i | 1.4% | 1.4
O=C(CCS(=O)(=O)c1ccc(Br)s1)Nc1c(F)cccc1F | -1.4% | / | 1.8% | 10.5% | / | / | ? | 5.4% | -2.7
COc1cccc(CNC(=O)c2cccn2-c2nnc(N3CCCC3)s2)c1 | -3.2% | / | -0.4% | 5.4% | / | / | -7.9% | 5.9% | 3.5
CCOc1ccc(NC(=O)c2ccccc2C(=O)c2ccccc2)cc1OCC | -11.5% | -3.2% | 4.2% | -1.6% | -17.7 | 18.9% | i | ? | 8.2
O=C1N(O)C2(C=CCCC2)/C(=N\O)C12CCCCC2 (stereo not given) | -11.0% | -1.2% | -4.6% | 9.6% | -24.7 | -9.9% | i | ? | 2.1
Cc1ccc(CNC(=O)c2nnn(CC(=O)Nc3cccc(C)c3C)c2N)cc1 | -3.2% | 1.5% | -9.8% | 0.0% | -12.9 | -0.5% | -3.7% | -8.2% | 1.9
O=C(NCc1cccnc1)NC1(C(F)(F)F)Oc2ccc(Cl)cc2O1 (stereo not given) | 20.5% | 1.3% | -26.1% | 3.26µM* | -22.3 | -2.2% | -23.4% | ? | -0.1
CCCCCCCCCCCCOC1OC(CO)C(O)C(O)C1NC(C)=O (stereo not given) | 7.7% | 1.0% | 23.1% | 3.2% | -3.7 | -1.4% | i | -9.8% | 2.1
Cc1ccc(C)c(NC(=O)CN2CCCN(Cc3cccc(Cl)c3)S2(=O)=O)c1 | 21.8% | / | 0.9% | ? | / | / | i | -23.1% | -1.3
